APP 5'UTR act: activators of APP 5'UTR luciferase reporter, primary screen, SH-SY5Y cells; SH-SY5Y APP 5'UTR luciferase reporter, luminescence; zero percent = DMSO vehicle wells; activation, % at 2 µM; 190,000 tested, 1% active;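 active = activation above a set limit, based on mean plus 3 SD of controls, cut at about 140% in these data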; also: values of inactives mirror those of a sister screen read the other way
Efa HMGR inh: inhibitors of E. faecalis class II HMGR, primary screen, biochemical, Enterococcus faecalis | HMG-CoA reductase (Enterococcus faecalis, mvaE) | purified E. faecalis HMGR, NADPH absorbance 340 nm kinetic | inhibition, % at 10 µM | 190,000 tested, 0.41% active;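 active = inhibition above a set limit, the median over all tested compounds plus 3 SD, cut at about 9.5% in these data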;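 also: enzyme runs in reverse so mevalonate oxidation gives rising NADPH absorbance; 0% = complete reaction with DMSO and 100% = background rate lacking mevalonate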
APP transl inh: inhibitors of APP translation via 5'UTR reporter, primary screen, APP 5'UTR luciferase, SH-SY5Y cells; SH-SY5Y APP 5'UTR-luciferase reporter, luminescence; inhibition, % at 2 µM; 190,000 tested, 0.82% active;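 active = inhibition above a set limit, derived from the sample mean plus 3 SD, cut at about 45% in these data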; also: values of inactives mirror those of a sister screen read the other way
Hsp70 act: Hsp70 transcriptional activators, primary screen, cell-based, HeLa, Hsp70 promoter luciferase, luminescence, 10 µM; HeLa Hsp70 promoter luciferase reporter; scaled: vehicle 0, proteasome-inhibitor control 100%; activation, % at 10 µM; 200,000 tested, 0.04% active;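 active = activation above the mean across all tested compounds plus 3 SD, cutoff set per campaign, cut at about 5.5% in these data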;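 also: 100% = MG132 at 30 µM as the positive control and 0% = DMSO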
STAT1 activator: STAT1 signaling activators, primary screen, cell-based, HTS, luciferase reporter; NIH 3T3 STAT1-luciferase reporter, IFN-gamma, luminescence; 100% = IFN-gamma alone, no compound; activation (% of control), % at 5.5 µM; 200,000 tested, 2.6% active; AID 932, 2007;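 active = activation above the screen-wide mean activation plus 3 SD, cut at about 130% in these data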;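 also: raw ratio to IFN-gamma control signal so 100% means no change and 0% no light; values of inactives mirror those of a sister screen read the other way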
G6PDH counter: L. mesenteroides G6PDH inhibitors, counter-screen for G6PDH-coupled screening assays, biochemical, Leuconostoc mesenteroides enzyme; glucose-6-phosphate dehydrogenase [Leuconostoc mesenteroides]; AID 1020, 2008; 200,000 tested, 0.12% active; Purified L. mesenteroides G6PDH, diaphorase/resazurin coupled fluorescence, 45 min; inhibition, % at 5 µM; in the data active = inhibition above about 50%
Redox H2O2 prof: compounds producing H2O2 with reducing agent – biochemical, NIH compound library profiling, artefact control for MLSCN library redox annotation, primary screen. DTT-dependent redox cycling H2O2, phenol red/HRP absorbance; 100% = 100 µM peroxide control, 0% = buffer. activation, % at 10 µM. 200,000 tested, 0.03% active. AID 878, 2007;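 active = activation of at least 50% relative to the plate's high and low controls in the primary single-dose screen; inactive = activation below 50%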;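 also: compound incubated with DTT at 0.8 mM final as the reducing agent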
NF-kB expr up: activators of NF-kB expression in neurons, primary screen, cell-based, HTS; human neuronal cells, NF-kB reporter expression; stronger effect = higher value; fold change at 12.5 µM; 190,000 tested, 1.6% active; AID 1239, 2008; in the data active = fold change above about 3.3
FLuc act counter: FLuc activators, initial screening, artefact control for FLuc-dependent activation tests, biochemical, ATPlite luminescence; Luciferin 4-monooxygenase (Photinus pyralis), P08659; ATPlite luciferase biochemical, 10 min; 0 = ATP-free wells, 1 = DMSO control; activation factor at 10 µM; 200,000 tested, under 10 active; AID 1027, 2008;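 active = luciferase activation factor, scaled between plate controls, of at least 2 with compound at 10 µM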
Target sequence (P08659 whole entry, looked up): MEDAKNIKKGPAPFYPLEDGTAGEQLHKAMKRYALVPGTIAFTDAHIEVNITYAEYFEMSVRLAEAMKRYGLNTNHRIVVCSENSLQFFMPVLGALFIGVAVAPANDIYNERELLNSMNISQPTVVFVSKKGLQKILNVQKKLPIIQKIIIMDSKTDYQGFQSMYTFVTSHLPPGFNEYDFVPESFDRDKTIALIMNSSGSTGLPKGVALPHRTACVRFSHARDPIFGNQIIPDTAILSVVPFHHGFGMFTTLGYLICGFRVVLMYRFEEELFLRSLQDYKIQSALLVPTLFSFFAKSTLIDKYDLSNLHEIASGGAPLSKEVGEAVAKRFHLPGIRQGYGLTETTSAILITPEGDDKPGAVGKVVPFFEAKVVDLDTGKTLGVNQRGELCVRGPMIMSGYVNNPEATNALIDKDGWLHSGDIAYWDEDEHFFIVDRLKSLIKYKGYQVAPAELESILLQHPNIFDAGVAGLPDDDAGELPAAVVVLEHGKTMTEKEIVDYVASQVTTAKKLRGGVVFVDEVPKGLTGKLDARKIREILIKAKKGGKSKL
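Assay system: Luciferase/luciferin detection reagent, cell-free biochemical luciferase assay / Also added: ATP substrate / Schedule: 10 min at ambient temperature / Measured by: luminescence measurement of luciferase light output / Benchmarks: low control with PBS replacing ATP, high control enzyme plus ATP without compound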
FLuc inhib CS: firefly luciferase enzyme inhibitors, primary screen, artefact control for luciferase-based inhibitor screens, biochemical, luminescence, ATPLite; inhibition, % at 10 µM; 10 min; AID 1006, 2008; 200,000 tested, 1.5% active; Luciferin 4-monooxygenase (Photinus pyralis), P08659;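 active = inhibition above about 50% when tested at 10 µM, limit read from the data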
Active calls of the source: *; . = not tested or not shown.

Below each compound: APP 5'UTR act, Efa HMGR inh, APP transl inh, Hsp70 act, STAT1 activator, G6PDH counter, Redox H2O2 prof, NF-kB expr up, FLuc act counter, FLuc inhib CS
Cc1nnc(NC(=O)c2cccc(NC(=O)C(C)C)c2)s1
 : 9, -5, -9, 0.1, 108, 4, 0.1, 1.5, 1, 3
Cc1cc2[nH]c(=O)c3ccccc3n2n1
 : -9, 3, 9, -0.3, 99, 14, 2.1, 1.2, 1.1, -6
CN(C(=O)CSc1nc2cc(Cl)ccc2c(=O)n1Cc1ccco1)C1CCS(=O)(=O)C1 (centres undefined)
 : -7, -1, 7, 0.2, 98, 3, -1.0, 1.1, 1.1, -6
COC(=O)c1ccc(NC(=O)COC(=O)CSc2nc(C)cc(C)n2)cc1
 : 12, ., -12, -0.3, 104, 4, -4.6, 1, 1, -4
COc1ccc(-c2noc(CSc3nc4ccccc4c(=O)n3-c3ccccc3)n2)cc1OC
 : -5, 0, 5, -0.1, 97, -43, 1.0, 0.69, 1, -1
CC1CCCN(C(=O)C2c3ccccc3C(=O)N3CCc4ccccc4C23)C1 (centres undefined)
 : -7, 3, 7, -0.2, 96, -1, 0.0, 1, 1, -3
CCn1nc(C)c(NC(=O)CCSc2nc(-c3ccco3)cc(C(F)(F)F)n2)c1C
 : -4, 4, 4, 0.0, 95, 11, 2.2, 0.85, 1, 0
CCn1c(CNC(=O)c2ccco2)nnc1SCC(=O)Nc1cccc(F)c1
 : 10, -10, -10, -0.5, 97, 18, -0.2, 1.2, 1.1, -9
COc1ccc(-n2c(=O)c3ccccc3n(CC(=O)Nc3ccccc3OC)c2=O)cc1
 : -4, 0, 4, -0.3, 99, 2, -1.0, 1.2, 1.1, -6
CC(C(=O)Nc1nccs1)N1C(=O)C2CC=CCC2C1=O (centres undefined)
 : 2, 0, -2, 0.2, 101, 10, 0.0, 1, 1.1, -7
CC(C)OC(=O)CSc1nnc2c3ccccc3n(C)c2n1
 : -27, -5, 27, 0.0, 103, 14, -1.7, 1.1, 1, 0
Cc1cc(C)n(/N=C/c2ccccc2O)c(=O)c1
 : 25, 0, -25, -0.3, 94, 8, 0.0, 1.3, 1, -2
CC(C)CN1CCN(Cc2ccc(C#CC(C)(C)O)cc2)CC1CCO (centres undefined)
 : 12, 1, -12, 0.1, 105, 15, -0.7, 0.96, 1, -1
O=C(NC1CCCCCC1)C1CCCN1S(=O)(=O)c1cccc2cccnc12 (centres undefined)
 : -2, 0, 2, 0.0, 102, 3, -0.9, 1, 1, -4
Cc1ccc(NC(=O)CCCCCC2NC(=O)NC2C)cc1 (centres undefined)
 : -8, -7, 8, -0.2, 106, 0, 4.0, 1.1, 1, -5
C/C(=N\N=C(/N)SC1CC(=O)N(c2ccc(Cl)c(Cl)c2)C1=O)c1cccs1 (centres undefined)
 : -9, -3, 9, 0.2, 104, 8, -4.2, 0.95, 1, -2
O=C(CCc1c[nH]c2ccccc12)Nc1ccc(S(=O)(=O)Nc2ncccn2)cc1
 : -14, 0, 14, 0.0, 108, 3, -1.6, 1, 1.1, -6
O=C(Nc1ccc2c(c1)OCO2)c1ccc2nc[nH]c2c1
 : 51, -2, -51, -0.2, 125, 9, 0.2, 2.5, 0.7, 32
Cc1c(C(=O)NC(C)C)sc2ncn(CC(=O)N3CCC(C)CC3)c(=O)c12
 : -10, -2, 10, -0.1, 91, -2, -6.7, 0.99, 1.1, -5
Cc1ccc(NC2CC(=O)N(c3ccc(N4CCCCC4)cc3)C2=O)cc1 (centres undefined)
 : ., -1, -42, -0.1, 98, -5, 0.2, 1.1, 1, 0
O=C(N/N=C/c1ccccc1OCc1ccccc1Cl)c1cccnc1
 : 6, 2, -6, -0.1, 96, 0, -1.6, ., 0.9, 10
CCCNc1c(N)c(=O)oc2ccccc12
 : 0, -1, 0, 0.2, 97, 0, -0.4, 2.3, 1, -2
O=C(COC(=O)c1ccccn1)Nc1cccc(Cl)c1Cl
 : 9, -6, -9, -0.5, 103, 1, -6.7, 0.99, 1.1, -5
CC(=O)c1c(C)[nH]c(C(=O)OCC(=O)N2CCc3ccccc32)c1C
 : 16, -2, -16, 0.1, 114, 4, 0.5, 1.3, 0.9, 6
O=C(/C=C/c1cccc(Cl)c1)Nn1c(-c2cccs2)nc2ccccc2c1=O
 : -3, 1, 3, -0.3, 91, -21, -0.3, 1.1, 1, -2
Cc1cc(=O)[nH]c(/N=C(/NC(=O)c2ccccc2)Nc2ccc3c(c2)OCCO3)n1
 : -14, ., 14, -0.3, 98, ., -4.0, ., ., .
CCOC(=O)c1ccc(NC(=O)N2CCN(C(=O)c3ccco3)CC2)cc1
 : 10, -7, -10, -0.3, 109, 6, -1.4, 1.2, 1, -2
COC(=O)C1CCN(S(=O)(=O)c2c(C)n(C)c(=O)n(C)c2=O)CC1
 : -14, 2, 14, -0.4, 102, -8, -0.1, 1.2, 1.1, -6
N#Cc1ccc(NC(=S)NCCN2CCOCC2)cc1
 : 13, -2, -13, 0.2, 102, -7, -1.4, 1.1, 1, -3
Cc1ccc(NC(=O)CSc2n[nH]c(-c3ccco3)n2)c(C)c1
 : -20, -5, 20, -0.1, 105, -2, -0.7, 1.3, 1, 1
COC(=O)C1=C(CSc2nc3c(cc2C#N)CN(C)CC3)OC(N)=C(C#N)C1c1ccccc1F (centres undefined)
 : 23, -5, -23, -0.1, 70, 2, 0.5, 0.68, 1.1, -6
CCC(=O)N1N=C(c2cccs2)CC1c1ccco1 (centres undefined)
 : 11, 4, -11, -0.1, 92, 8, -0.4, 1.2, 1.1, -7
CNC(=O)CN(C#N)c1nc(N(C)C)nc(N(C)C)n1
 : 3, ., -2, 0.0, 96, ., 1.3, ., ., .
Cc1ccc(C(=O)NCC(=O)Nc2ccccc2C(F)(F)F)cc1
 : -3, -1, 3, -0.4, 98, -9, 0.0, 1.1, 1.1, -7
Cc1sc2ncnc(NCCN3CCOCC3)c2c1C
 : 4, -4, -4, 0.1, 84, 0, -0.6, 0.43, 1.1, -5
O=S(=O)(c1ccc(F)cc1)n1ccc(-c2cccc(OCc3c(F)cccc3Cl)c2)n1
 : 1, -7, -1, -0.3, 102, 10, 3.2, 0.99, 1, -4
CCOc1nc(CC)nc(NC(=O)NS(=O)(=O)c2ccccc2Cl)n1
 : 7, -1, -7, -0.1, 99, 15, -0.5, 1.2, 1, -1
Cn1ccnc1C(O)c1ccc(OCc2ccccc2)cc1 (centres undefined)
 : 16, -6, -16, -0.2, 110, 1, -0.9, 1.5, 1, -3
CCCOC(=O)CCCC[C@H]1SC[C@@H](NC(=O)OC)[C@H]1NC(=O)OC
 : 42, -4, -42, -0.7, 96, 12, -2.5, 1.1, 1.1, -12
CCOC(=O)c1cnc(SC)nc1Sc1ccc(Cl)cc1Cl
 : -1, -3, 1, -0.5, 101, 1, 0.0, 1.2, 1.1, -9
O=C1NN(c2ccccc2)C(=O)/C1=C/c1coc2ccccc2c1=O
 : 47, -7, -47, 0.3, 146*, -4, 0.6, 0.76, 1, -4
O=C(CCC(=O)OC(C(=O)c1ccccc1)c1ccccc1)Nc1ccccc1 (centres undefined)
 : -11, 2, 11, 0.0, 96, 10, 0.7, 1.3, 1.1, -7
Cc1c(Cl)cccc1NC(=S)NNc1ncc(C(F)(F)F)cc1Cl
 : 22, 3, -22, -0.2, 92, 2, 0.2, 0.34, 1.1, -10
Cc1ccc(S(=O)(=O)c2cc3ccccc3oc2=Nc2ccc3c(c2)OCO3)cc1
 : -10, 0, 10, -0.2, 101, 1, 1.2, 0.86, 1, 0
COc1cc(/C=N\n2cnnc2)ccc1OCC(=O)Nc1ccc(C)cc1
 : 20, 4, -20, 0.0, 104, 2, 2.3, 0.79, 1, -4
CCCn1c(Cc2ccccc2)nnc1SCC(=O)N1CCOCC1
 : -8, -1, 8, -0.4, 94, -3, 2.6, 1, 1.1, -9

Pulled by compound from the entries so far (three):
Below each compound: APP 5'UTR act, Efa HMGR inh, APP transl inh, Hsp70 act, STAT1 activator, G6PDH counter, Redox H2O2 prof, NF-kB expr up, FLuc act counter, FLuc inhib CS
CCCOC(=O)CCCC[C@H]1SC[C@@H](NC(=O)OC)[C@H]1NC(=O)OC
 : 42, -4, -42, -0.7, 96, 12, -2.5, 1.1, 1.1, -12
CCOC(=O)c1cnc(SC)nc1Sc1ccc(Cl)cc1Cl
 : -1, -3, 1, -0.5, 101, 1, 0.0, 1.2, 1.1, -9
Cn1ccnc1C(O)c1ccc(OCc2ccccc2)cc1 (centres undefined)
 : 16, -6, -16, -0.2, 110, 1, -0.9, 1.5, 1, -3

Record cards (already shown). Screens in order: APP 5'UTR act, Efa HMGR inh, APP transl inh, Hsp70 act, STAT1 activator, G6PDH counter, Redox H2O2 prof, NF-kB expr up, FLuc act counter, FLuc inhib CS
`CCCOC(=O)CCCC[C@H]1SC[C@@H](NC(=O)OC)[C@H]1NC(=O)OC` is entered as 42, -4, -42, -0.7, 96, 12, -2.5, 1.1, 1.1, -12
`Cn1ccnc1C(O)c1ccc(OCc2ccccc2)cc1` (centres undefined) is entered as 16, -6, -16, -0.2, 110, 1, -0.9, 1.5, 1, -3
`CCOc1nc(CC)nc(NC(=O)NS(=O)(=O)c2ccccc2Cl)n1` is entered as 7, -1, -7, -0.1, 99, 15, -0.5, 1.2, 1, -1
`COC(=O)C1=C(CSc2nc3c(cc2C#N)CN(C)CC3)OC(N)=C(C#N)C1c1ccccc1F` (centres undefined) is entered as 23, -5, -23, -0.1, 70, 2, 0.5, 0.68, 1.1, -6
`Cc1c(Cl)cccc1NC(=S)NNc1ncc(C(F)(F)F)cc1Cl` is entered as 22, 3, -22, -0.2, 92, 2, 0.2, 0.34, 1.1, -10

The order is random; overall some 5.3% were active at least once.
